High-throughput results from PubChem BioAssay.
PGC1a acetyl inh: PGC1a acetylation modulation, inhibitor mode; U2OS PGC1a acetylation, AlphaScreen anti-acetyl-lysine; with virally co-expressed GCN5 acetyltransferase; inhibition, % at 15.6 µM; 350,000 tested, 0.17% active;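 active = every replicate shows inhibition of at least 40%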;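 also: 0% = neutral control wells and 100% = positive control wells; some results beyond the cut were filed as inactive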
PAX8 inh HTS: lowers PAX8-driven luciferase in RMG-I cells | 360,000 tested, 1.2% active | inhibition, % at 12.6 µM | AID 652154 | RMG-I TPO-luciferase reporter, SteadyGlo, 24 h;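 active = mean replicate inhibition at least 60% with every replicate also reaching 60%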;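 also: luciferase light reporting Pax8 driven TPO promoter activity; plate controls were median of neutral control wells for no effect and mitoxantrone controls for full effect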
miR122 inh: blocks miR-122 activity in Huh7 sensor cells; Huh7 miR-122 Renilla luciferase sensor, 48 h; neutral wells = 0, positive control = 100; 340,000 tested, 0.3% active; activation (reporter increase), % at 12.5 µM;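 active = mean replicate activation score at least 90 and every replicate individually at or above 90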;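 also: higher luciferase means less miR-122 activity so hits act as miR-122 inhibitors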
EWS-Fli inh: blocks EWS/Fli oncoprotein-driven transcription. A673 NR0B1-luciferase reporter, viability-normalised. inhibition, % at 12.6 µM. 350,000 tested, 0.67% active. AID 651661;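 active = mean inhibition of at least 50% after viability correction, with every replicate also passing that limit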;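 also: firefly luciferase signal divided by Alamar Blue viability fluorescence both relative to DMSO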
CASP6 VEID inh: inhibitors of human caspase-6; P55212; purified caspase-6, Z-VEID-R110 cleavage fluorescence; inhibition, % at 12.5 µM; 350,000 tested, 0.53% active;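 active = mean inhibition across replicates at least about 35%, with every replicate also reaching that limit, limit read from the data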;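 also: 0% = median of neutral control wells and 100% = no fluorescence left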
Target sequence (P55212 24-179 limits assumed): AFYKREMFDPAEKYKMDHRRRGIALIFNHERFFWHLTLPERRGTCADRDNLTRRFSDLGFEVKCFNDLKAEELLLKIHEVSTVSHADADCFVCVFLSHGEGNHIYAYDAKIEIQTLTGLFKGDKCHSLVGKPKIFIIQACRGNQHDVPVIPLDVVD
Target sequence (P55212 194-293 limits assumed): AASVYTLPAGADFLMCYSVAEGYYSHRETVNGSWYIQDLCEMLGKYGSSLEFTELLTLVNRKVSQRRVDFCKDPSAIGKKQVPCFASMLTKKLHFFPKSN
FN deposition inh: fibronectin deposition inhibition; inhibition, % at 12.6 µM; 350,000 tested, 0.086% active; AH1F fibroblasts, Alexa488-fibronectin deposition fluorescence, overnight;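 active = mean inhibition across replicates of 30% or more, regardless of how many single replicates reach that level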;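 also: positive control wells lacked labelled fibronectin entirely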
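Material – AH1F fibroblast monolayer, labelled fibronectin deposition · Reagent – labelled fibronectin 24 nM · Timing – 1 h adhesion, overnight exposure · Measured by – fluorescence at 485 nm excitation, 525 nm emission · Read-out – inhibition of fibronectin deposition signal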
Cneo AK release: Cryptococcus neoformans lysis via adenylate kinase release; C. neoformans lysis, adenylate kinase release luminescence, 4 h; normalised: neutral wells 0, clomiphene wells 100; 360,000 tested, 0.2% active; lysis activity, % at 15 µM;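 active = mean lysis activity across replicates of at least 80%, whatever share of replicates individually reach that level; inactive = mean lysis activity below 80%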
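Assay system: C. neoformans cells. Amount: yeast cell density of 5 × 10^6 cells/mL. Technique: AK luminescence. Buffer or medium: YPD. Times: static 4 h at 37 °C with compound, 1 h detection. Dosing: single-point compound dose. Read-out: lysis from increased AK signal.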
LGR2 antag: Drosophila LGR2 receptor signaling inhibition | HEK293 LGR2, CRE-luciferase, bursicon-stimulated, 4 h | inhibition, % at 9.99 µM | 380,000 tested, 0.35% active | AID 720647;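 active = drop in luminescence signal, shown as inhibition above about 50% in the replicate tests, limit read from the data, passing the limit was not always enough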;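 also: agonist challenge used bursicon conditioned medium at about half maximal strength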
Active calls of the source: *; [ ] = another dose, or the depositor's remark.

`C[C@@H]1CCCCO[C@H](CN(C)Cc2ccncc2)[C@H](C)CN([C@@H](C)CO)C(=O)c2cc(NS(=O)(=O)c3ccc(Cl)cc3)ccc2O1` gave PGC1a acetyl inh -4, PAX8 inh HTS -4, miR122 inh -6[16.7 µM], EWS-Fli inh -13, CASP6 VEID inh -1, FN deposition inh -9, Cneo AK release 0 and LGR2 antag -4.
For Cc1oc2ccc(OCc3cccc(Cl)c3)cc2c1C(=O)O the results were PAX8 inh HTS -10, EWS-Fli inh 2, CASP6 VEID inh 0, FN deposition inh -1 and LGR2 antag -7.
COc1ccc(C(=O)N2CCC2(C)C(=O)O)cc1C(F)(F)F (centres undefined) was read as PGC1a acetyl inh 3, PAX8 inh HTS -6, miR122 inh 3, EWS-Fli inh -1, CASP6 VEID inh -1, FN deposition inh -7, Cneo AK release 1 and LGR2 antag 15.
O=C(C1CCC1)N1[C@H](CO)[C@@H](c2ccccc2)C12CN(CCC(F)(F)F)C2 was read as PGC1a acetyl inh -12, PAX8 inh HTS -10, EWS-Fli inh 4, CASP6 VEID inh 0 and LGR2 antag 4.
Screening Cc1ccc(S(=O)(=O)N2CCOCC2)cc1C(=O)N1c2ccccc2Sc2ccccc21 returned PGC1a acetyl inh -17, miR122 inh 0, Cneo AK release 1 and LGR2 antag 4.
For COc1ccc(C(=O)NC2=Nc3ccccc3N=C(C)C2c2ccccc2)cc1 (centres undefined) the results were PGC1a acetyl inh -55, PAX8 inh HTS -8, miR122 inh 6, EWS-Fli inh -30, CASP6 VEID inh -1, FN deposition inh 1, Cneo AK release -9 and LGR2 antag -52.
O=[N+]([O-])c1ccc(/C=N/Nc2ncc(-c3ccccc3)cn2)cc1 was read as PGC1a acetyl inh 8, PAX8 inh HTS -3, EWS-Fli inh -5, CASP6 VEID inh 0, FN deposition inh 6 and LGR2 antag -5.
Screening COc1ccccc1NC(=O)c1cn(C)c(=O)c2cc(OC)c(OC)cc12 returned PGC1a acetyl inh -12, miR122 inh -6, Cneo AK release 6 and LGR2 antag 10.
For Nc1nc(-c2ccccc2)cc(-c2ccccc2)n1 the results were PGC1a acetyl inh -7, PAX8 inh HTS -6, miR122 inh 1, EWS-Fli inh -21, CASP6 VEID inh -1, FN deposition inh 1, Cneo AK release 1 and LGR2 antag -15.
CC(C)(C)c1ccc(Oc2ccc(NC(=O)c3ccco3)cn2)cc1 was read as PGC1a acetyl inh 39, PAX8 inh HTS 44, EWS-Fli inh 30, CASP6 VEID inh 0, FN deposition inh -1 and LGR2 antag 13.
Screening O=C(Nc1cccc(S(=O)(=O)N2CCOCC2)c1)c1cn(-c2ccccc2)nc1-c1ccc(F)cc1 returned PAX8 inh HTS -1, FN deposition inh 1, Cneo AK release 4 and LGR2 antag -6.
Screening CC(C)(C)c1nnc(NC(=O)CCn2cnc3ccccc3c2=O)s1 returned PGC1a acetyl inh 9, PAX8 inh HTS -9, EWS-Fli inh -2, CASP6 VEID inh 1, FN deposition inh 5 and LGR2 antag 0.
For COCCCNc1nc2ccccc2nc1NS(=O)(=O)c1cc(Cl)ccc1Cl the results were PGC1a acetyl inh 8, PAX8 inh HTS 12, miR122 inh 13, EWS-Fli inh 7, CASP6 VEID inh -3, Cneo AK release -1 and LGR2 antag -3.
Screening CC(=O)/C(CN1CCCCC1)=N\O returned PGC1a acetyl inh -7, CASP6 VEID inh -3, FN deposition inh 0, Cneo AK release -2 and LGR2 antag 6.
For CCc1nnc(NC(=O)CN2CCN(c3ccccc3OC)CC2)s1 the results were PGC1a acetyl inh -12, miR122 inh 7, Cneo AK release 2 and LGR2 antag 0.
Screening CCCC1(C(=O)O)NC(c2ccccc2O)C2C(=O)N(Cc3ccccc3)C(=O)C21 (centres undefined) returned PGC1a acetyl inh 2, PAX8 inh HTS 19, miR122 inh 3, EWS-Fli inh -6, CASP6 VEID inh 1, FN deposition inh -5, Cneo AK release -1 and LGR2 antag -4.
For NS(=O)(=O)c1ccc(N2CCOCC2)c(C(=O)NCc2cccs2)c1 the results were PGC1a acetyl inh 2, PAX8 inh HTS -6, miR122 inh -10, EWS-Fli inh 3, CASP6 VEID inh 2, FN deposition inh -4, Cneo AK release 0 and LGR2 antag -12.
COc1cc(CCCN2CCNC[C@@H]2Cc2ccc(O)cc2)cc(OC)c1OC was read as PAX8 inh HTS 10, EWS-Fli inh 4, CASP6 VEID inh -1, FN deposition inh -1, Cneo AK release -2 and LGR2 antag 1.
`O=C(Oc1ccc(NC2=NS(=O)(=O)c3ccccc32)cc1)c1cccnc1` gave PGC1a acetyl inh 15, PAX8 inh HTS 10, miR122 inh -1, EWS-Fli inh 3, CASP6 VEID inh -2, FN deposition inh 6 and LGR2 antag -11.
CO[C@@H]1CN(C)C(=O)c2cc(NS(C)(=O)=O)ccc2OC[C@@H](C)N(C(=O)CC2CC2)C[C@@H]1C was read as PGC1a acetyl inh 2, PAX8 inh HTS -7, EWS-Fli inh -1, CASP6 VEID inh -1, FN deposition inh -2, Cneo AK release 1 and LGR2 antag -16.
Screening OC(c1cccc(Cl)c1)c1ncc(-c2ccc(Oc3ccccc3)cc2)[nH]1 (centres undefined) returned PAX8 inh HTS 9, miR122 inh 15, EWS-Fli inh 3, CASP6 VEID inh 0, FN deposition inh -1, Cneo AK release -2 and LGR2 antag 3.
Screening COc1ccc(-c2sc3ccc(N4CCOCC4)cc3c2C#CC(C)(C)O)cc1 returned PGC1a acetyl inh -13, PAX8 inh HTS 21, miR122 inh -4, EWS-Fli inh 44, CASP6 VEID inh -1, FN deposition inh 11, Cneo AK release -1 and LGR2 antag 0.
Screening Cc1ccc(-c2cc(C(=O)NCCCn3ccnc3)no2)cc1 returned PGC1a acetyl inh -7, PAX8 inh HTS -7, miR122 inh 5, EWS-Fli inh -21, CASP6 VEID inh -4, FN deposition inh 3 and LGR2 antag -26.
`C=CCNC(=O)c1cccc(Br)c1` gave PGC1a acetyl inh 9, PAX8 inh HTS 20, miR122 inh 3, CASP6 VEID inh -2, Cneo AK release 0 and LGR2 antag -2.
O=NN(CC(=O)NN=CC=Cc1ccccc1)CC(=O)NN=CC=Cc1ccccc1 was read as PGC1a acetyl inh 18, PAX8 inh HTS 1, miR122 inh 1, EWS-Fli inh -5, CASP6 VEID inh 4, FN deposition inh 0, Cneo AK release -2 and LGR2 antag -5.
For CC(C)(C)OC(=O)C[C@H]1C/C=C\C[C@@H](CC(=O)N(CCO)Cc2ccccc2)C(=O)N[C@H](Cc2c[nH]c3ccccc23)COC1=O the results were PAX8 inh HTS 20, EWS-Fli inh 1, CASP6 VEID inh 0, FN deposition inh 0 and Cneo AK release 0.
`CO[C@H]1CN(C)C(=O)c2ccc(NC(C)=O)cc2OC[C@H](C)N(Cc2nccs2)C[C@@H]1C` gave PGC1a acetyl inh -5, PAX8 inh HTS -18, CASP6 VEID inh 8, FN deposition inh -1 and LGR2 antag -7.
For COCC#Cc1ccc([C@H]2[C@H](CO)N3C(=O)CN(C(=O)C4CCC4)C[C@@H]23)cc1 the results were PGC1a acetyl inh -4, PAX8 inh HTS -23, EWS-Fli inh 1, CASP6 VEID inh 1, FN deposition inh 2 and LGR2 antag -5.
C[C@H](NC(=O)C1CCN(C(=O)[C@@H]2CCCN2C(=O)OC(C)(C)C)CC1)C(=O)NCc1ccc(F)cc1 was read as PGC1a acetyl inh 1, miR122 inh 0, EWS-Fli inh 0, CASP6 VEID inh -2 and Cneo AK release -1.
Screening O=C(C[C@@H]1CC[C@H](NC(=O)C2CCOCC2)[C@@H](CO)O1)NCc1ccccc1Cl returned PGC1a acetyl inh 6, PAX8 inh HTS -48, miR122 inh 72[16.7 µM], EWS-Fli inh 4, CASP6 VEID inh -1, FN deposition inh 4, Cneo AK release -13 and LGR2 antag -16.
For CC(C(=O)NN)c1ccc([N+](=O)[O-])cc1 (centres undefined) the results were PGC1a acetyl inh 12, PAX8 inh HTS 14, miR122 inh -5, EWS-Fli inh 1, CASP6 VEID inh 2, FN deposition inh 2, Cneo AK release 2 and LGR2 antag -1.
For CCOc1ccc(C(=O)CCC(=O)NCC(=O)OCc2ccccc2)cc1OCC the results were PAX8 inh HTS -14, miR122 inh -4, EWS-Fli inh -1, CASP6 VEID inh 7, FN deposition inh 7, Cneo AK release -2 and LGR2 antag -13.
Screening CN1CCN(C(=O)C[C@@H]2C=C[C@@H](NC(=O)c3ccc4c(c3)OCO4)[C@H](CO)O2)CC1 returned PGC1a acetyl inh 4, PAX8 inh HTS -4, EWS-Fli inh 4, CASP6 VEID inh 0, FN deposition inh 0, Cneo AK release 1 and LGR2 antag -2.
Screening C[C@H](CO)N1C[C@H](C)[C@H](CN(C)S(=O)(=O)c2ccc(F)cc2)Oc2ncc(C#Cc3ccc(C(F)(F)F)cc3)cc2C1=O returned PGC1a acetyl inh -7, PAX8 inh HTS 38, miR122 inh -12[16.7 µM], EWS-Fli inh 24, CASP6 VEID inh -3, Cneo AK release 4 and LGR2 antag 18.
For Cc1ccc(CC2CC(=O)N(c3cc(C)ccc3C)C2=O)cc1 (centres undefined) the results were PGC1a acetyl inh 14, PAX8 inh HTS 6, miR122 inh -1, EWS-Fli inh 4, CASP6 VEID inh 0, FN deposition inh 4, Cneo AK release 2 and LGR2 antag 10.
For CC1C(=O)N2CCCc3cc(NC(=O)C(=O)NCCc4ccc(F)cc4)cc1c32 (centres undefined) the results were PAX8 inh HTS 21, EWS-Fli inh -3, CASP6 VEID inh -2, FN deposition inh 5, Cneo AK release -2 and LGR2 antag -33.
Screening CCn1cc(C(=O)NCCCN2CC(C)CC(C)C2)c(=O)c2cc(S(=O)(=O)N(C)C3CCCCC3)ccc21 (centres undefined) returned PAX8 inh HTS -1, miR122 inh -2, EWS-Fli inh 8, CASP6 VEID inh -26, FN deposition inh -9, Cneo AK release -2 and LGR2 antag -3.
CC1CCCN(C(=O)C2CCN(S(=O)(=O)c3ccccc3)CC2)C1 (centres undefined) was read as PGC1a acetyl inh 1, PAX8 inh HTS 6, EWS-Fli inh 1, CASP6 VEID inh 0, FN deposition inh -1, Cneo AK release -1 and LGR2 antag -11.
Screening CCc1ccc(C2=NNC(=Nc3c(C)n(C)n(-c4ccccc4)c3=O)SC2)cc1 returned PGC1a acetyl inh -1, PAX8 inh HTS 10, EWS-Fli inh -16, CASP6 VEID inh -3, FN deposition inh -1 and LGR2 antag 6.
For O=C(NNc1cccc([N+](=O)[O-])c1)/C(=C\c1cccnc1)NC(=O)c1ccccc1 the results were PGC1a acetyl inh -3, PAX8 inh HTS -6, miR122 inh 3, EWS-Fli inh -5, CASP6 VEID inh 1, FN deposition inh 6, Cneo AK release 2 and LGR2 antag 7.
Screening Cc1cc2cc(CNC(=O)Nc3ccc(Cl)c(Cl)c3)ccc2n1C returned PAX8 inh HTS 15, EWS-Fli inh -5, CASP6 VEID inh 0, FN deposition inh 2, Cneo AK release 3 and LGR2 antag 18.

Three entries out of the list, ordered by molar mass, descending.
Screening CCn1cc(C(=O)NCCCN2CC(C)CC(C)C2)c(=O)c2cc(S(=O)(=O)N(C)C3CCCCC3)ccc21 (centres undefined) returned PAX8 inh HTS -1, miR122 inh -2, EWS-Fli inh 8, CASP6 VEID inh -26, FN deposition inh -9, Cneo AK release -2 and LGR2 antag -3.
For COCCCNc1nc2ccccc2nc1NS(=O)(=O)c1cc(Cl)ccc1Cl the results were PGC1a acetyl inh 8, PAX8 inh HTS 12, miR122 inh 13, EWS-Fli inh 7, CASP6 VEID inh -3, Cneo AK release -1 and LGR2 antag -3.
O=[N+]([O-])c1ccc(/C=N/Nc2ncc(-c3ccccc3)cn2)cc1 was read as PGC1a acetyl inh 8, PAX8 inh HTS -3, EWS-Fli inh -5, CASP6 VEID inh 0, FN deposition inh 6 and LGR2 antag -5.

Compounds as they come; 2.5% or so of the library scored in one or more.
